WT yeast gro inh = growth inhibition of WT yeast, mitochondrial fusion screen; mitochondrial fusion phenotypic screen, WT strain; inhibition, % at 10 µM; 190,000 tested, 2.1% active; in the data active = inhibition above about 58%; tested in S. cerevisiae
Autophagy HCS = modulators of autophagy; MEF GFP-LC3 puncta imaging; test concentration mostly 10 µM; calls only at 10 µM (by protocol); 190,000 tested, 0.98% active;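 active = percentage of spot-positive cells more than 3 SD above its plate mean, without a fluorescence outlier flag or 80% toxicity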;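 note: spot-positive cell cutoff set from DMSO-treated cells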
Dynein transport = dynein cargo transport inhibition; z-score, hits read low; 3617.4 mouse cells, GR-EGFP nuclear translocation imaging; test concentration mostly 20 µM; stimulated with dexamethasone, 1 µM; stronger effect = lower value; 220,000 tested, 0.47% active;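 active = plate z-score of nuclear minus cytoplasmic receptor signal below a set negative limit, without overly bright fluorescence or cell loss, cut at about -3.5 in these data, passing the limit was not always enough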;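 note: z-score of nuclear minus cytoplasmic ring GR-EGFP intensity difference per well; some compounds called inactive have numbers as strong as hits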
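medium = tetracycline-free induction medium containing charcoal-stripped FBS | also added = 1.0 µM final dexamethasone stimulus | schedule = 48 h induction, 1 h compound, 30 min dex at 37 °C | technique = fixed, Hoechst-stained cells imaged at 10x for EGFP | measure = GR-EGFP nuclear translocation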
HEK293 NOD2/NF-kB = inhibition of NOD2-driven NF-kB reporter – cell-based, luminescence, uHTS, HEK293 (AID 1566) | HEK293 NOD2/NF-kB luciferase reporter, luminescence; higher % means a stronger effect | one-dose inhibition, % at 4 µM; EC50 in µM for titrated hits | 290,000 tested, 0.63% active; in the data active = inhibition above about 50%; note: many of its hits are not listed in these tables
MT stabilize HCS = microtubule stabilization, imaging screen; HeLa tubulin immunostaining HCS, 24 h; share of cells brighter than vehicle mean+2SD; % tubulin-high responders, % at 10 µM; 200,000 tested, 0.83% active; AID 2205;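 active = plate Z-score above 3 for both tubulin-high and condensed-nucleus cell shares, with cell loss under 80%, at 10 µM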;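 note: anti alpha tubulin signal scored within the nucleus-defined area of each cell; some results filed as inactive read as strong as hits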
Lipid droplet = modulators of hepatic lipid droplet formation; AML12 mouse hepatocytes, oleate lipid droplets, BODIPY imaging; inhibition, % at 6.5 µM; 240,000 tested, 0.4% active;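 active = lipid droplet intensity inhibited by at least 50%, with more than 500 cells counted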
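Test system: AML12 hepatocytes (mouse); reagent: oleate loading, 100 µM; dosing: one dose, 6.5 µM compound; incubation: overnight exposure; signal: fluorescence imaging, 20x objective, two fields per well; read-out basis: % inhibition of corrected integrated BODIPY droplet signal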
Yfh1-depleted yeast = enhancers of respiration in Yfh1-depleted yeast, dose response, Friedreich's ataxia, plus single-dose screen (AID 1465). S. cerevisiae Yfh1-off respiration, WST-1 reduction, 72 h; higher fold induction means a stronger effect. fold induction at 50 µM, or EC50 in µM where a hit was titrated. 220,000 tested, 0.074% active;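 active = fold induction of absorbance versus untreated yeast above a set limit, then at least 30% activation at any dose in follow-up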;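 note: activators that raise dye reduction in frataxin-depleted yeast; strong numbers were not always called active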
Insulin prom up = MIN6 insulin promoter up-regulation | MIN6 insulin promoter-GFP reporter, high-content imaging; stronger effect = higher value | z-score at 5 µM | 190,000 tested, 0.3% active | AID 1625;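 active = z-score above 3 at 5 µM with at least 500 cells counted in the well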
b-catenin transl = alters nuclear translocation of beta-catenin in HeLa cells; immunofluorescence imaging; nuclear translocation activity, % at 5 µM; 190,000 tested, 0.3% active; AID 1665;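 active = nuclear translocation activity above 50% at 5 µM, with a well cell count of 50 or more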;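 note: per-cell ratio of nuclear to cytoplasmic median beta-catenin stain intensity; plate controls were DMSO negative control for no effect and GSK-3 inhibitor IX positive control for full effect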
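Test system: human HeLa cells, native beta-catenin. Compound dosing: 5 µM primary single dose, 0.1% DMSO, 0.02–20 µM confirmation series. Incubation: compound exposure 24 h at 37°C. Detection: beta-catenin immunostaining with DAPI counterstain, 20x imaging, 6 fields/well. Read-out basis: Nuclear/cytoplasmic beta-catenin signal ratio, % activation.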
WT yeast gro inh mutant strain = also measured in WT yeast gro inh; calls as there; inhibition, %; mitochondrial fusion phenotypic screen, mutant strain inhibition
Dynein transport cytoplasmic EGFP = also measured in Dynein transport; calls as there; z-score; measured here: cytoplasmic GR-EGFP intensity; stronger effect = higher value
Dynein transport nuclear GR-EGFP = second read-out of Dynein transport, no call of its own (marks repeat the call); z-score; measured here: nuclear GR-EGFP intensity;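 lower value marks the stronger effect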
Dynein transport cell count = second read-out of Dynein transport, no call of its own (marks repeat the call); z-score; measured here: cell count per field
Insulin prom up cell count = recorded beside Insulin prom up, whose call it bears; cell count; measured here: cytotoxicity, nuclei count;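 total cells summed across four imaged fields per well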
Lipid droplet cells 6.5 µM = second read-out of Lipid droplet, no call of its own (marks repeat the call); cell count; measured here: cell count, cytotoxicity flag;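 cells counted across two imaged fields per well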
b-catenin transl cell count 5 µM = second read-out of b-catenin transl, no call of its own (marks repeat the call); cell count; measured here: cell count, cytotoxicity flag
MT stabilize HCS Hoechst-high % = further read-out of MT stabilize HCS, marked with its call; % Hoechst-high responders; measured here: nuclear condensation Hoechst responders;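 share of cells brighter than vehicle mean plus two SD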
MT stabilize HCS cytotoxicity % = also measured in MT stabilize HCS; calls as there; toxicity, %; measured here: cytotoxicity by cell density;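 0% = mean cell density of plate MIN control wells and 100% = no cells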
Autophagy HCS cell loss 18 h = further read-out of Autophagy HCS, marked with its call; toxicity, %; measured here: cell loss, nuclei count;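 cell loss after 18 h compound exposure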
* marks the source's active call; other numbers are inactive results; i = inactive; . = no result given.

SMILES | WT yeast gro inh | WT yeast gro inh mutant strain | Autophagy HCS | Autophagy HCS cell loss 18 h | Dynein transport | Dynein transport cytoplasmic EGFP | Dynein transport nuclear GR-EGFP | Dynein transport cell count | HEK293 NOD2/NF-kB | MT stabilize HCS | MT stabilize HCS Hoechst-high % | MT stabilize HCS cytotoxicity % | Lipid droplet | Lipid droplet cells 6.5 µM | Yfh1-depleted yeast | Insulin prom up | Insulin prom up cell count | b-catenin transl | b-catenin transl cell count 5 µM
CCc1nccn1S(=O)(=O)c1ccc2ccccc2c1 | 14 | -4 | i | 1 | 0.25 | -0.044 | 0.57 | 0.5 | 2% | 2.8 | 1.9 | 2.4 | . | . | i | . | . | -3.9 | 970
COc1ccc(C(=O)NC(=S)NC(C)C)cc1Br | 41 | 33 | i | 11 | 1.8 | 0.035 | 0.95 | -1.9 | 7% | 2.3 | 2.7 | 9.0 | . | . | i | . | . | . | .
N#Cc1c(-c2ccccc2Cl)noc1/C=C/Nc1ccc(C(=O)O)cc1 | 1 | -7 | i | -17 | 0.082 | 0.62 | -0.15 | 0.21 | 27% | 4.2 | 1.4 | 6.0 | 17 | 707 | i | -0.35 | 1075 | 0.5 | 1121
CCC(=O)N1CCN(c2ccccc2NC(=O)COc2ccccc2Cl)CC1 | 12 | 8 | i | -2 | 2.1 | -0.24 | 1.2 | -1.2 | 9% | 3.0 | 2.0 | 8.9 | -17 | 631 | i | -1.4 | 1406 | . | .
NNC(=O)c1ncoc1-c1ccc(Cl)cc1 | . | . | . | . | 0.24 | -0.16 | -0.0044 | -1.7 | 1% | . | . | . | 2 | 769 | i | . | . | -1.0 | 1295
COC(=O)c1ccc(COc2ccccc2/C=N/O)o1 | . | . | . | . | -1.6 | -0.28 | -0.72 | 1.7 | -54% | . | . | . | -10 | 711 | i | -0.07 | 1173 | -0.6 | 1298
CCOC(=O)c1ccc(NC(=S)N(CCCN(CC)CC)Cc2ccco2)cc1 | -3 | 8 | i | 8 | 0.35 | -0.17 | 0.24 | -0.11 | 8% | 2.5 | 3.6 | 4.9 | 40 | 673 | i | . | . | -2.7 | 1129
CC1=NN(c2ccccc2)C(=O)/C1=C\c1cc(C)n(-c2ccccc2)c1C | 0 | -14 | i | 17 | 0.33 | -0.22 | -0.012 | 0.44 | -1% | 4.1 | 1.9 | 3.9 | 0 | 617 | i | 0.38 | 1396 | -0.2 | 992
Cc1cc(C(=O)CSc2nnnn2C)c(C)n1Cc1ccco1 | . | . | . | . | -0.57 | -0.28 | -0.17 | -0.18 | -122% | . | . | . | -12 | 724 | i | -0.13 | 1424 | -4.3 | 1187
COc1ccc(C(=O)Nc2ccc(S(=O)(=O)Nc3cc(C)nc(C)n3)cc2)cc1 | . | . | . | . | -0.62 | -0.8 | -0.53 | 0.35 | 14% | . | . | . | -9 | 754 | i | -0.2 | 1089 | 0.8 | 1375
COc1ccc(C(CC(=O)O)NC(=O)OC(C)(C)C)cc1 (stereo not drawn) | -8 | 0 | i | 2 | 0.47 | -0.073 | 0.77 | -1.5 | 26% | 5.9 | 2.5 | 5.5 | -16 | 733 | i | -0.03 | 1098 | 1.7 | 988
CCc1ccc(NC(=O)CS(=O)CC(=O)NCC2OCCc3ccccc32)cc1 (stereo not drawn) | -6 | -28 | i | 2 | -0.75 | -0.16 | -0.11 | 1.3 | -24% | 1.6 | 0.3 | 38 | 5 | 624 | i | 0.09 | 1201 | . | .
O=[N+]([O-])c1ccc2c(c1)C(O)n1ncnc1S2 (stereo not drawn) | 2 | 18 | i | 5 | -0.53 | -0.24 | -0.11 | 0.11 | 6% | 1.7 | 1.6 | 8.3 | 3 | 707 | i | -0.5 | 1290 | -1.2 | 1099
CCCNC(=O)c1nnsc1S(=O)(=O)c1ccc(Cl)cc1 | 85 | 86 | i | 1 | -4.2* | 1.8* | -2.2* | 0.034* | 12% | 3.7 | 3.3 | 4.3 | 4 | 695 | i | 0.75 | 1094 | -1.6 | 1001
CCOC(=O)c1ccc(CNCc2ccc(C)cc2)cc1 | 4 | 26 | i | 23 | 0.95 | 0.042 | 0.75 | -0.54 | 0% | 4.3 | 2.3 | 5.0 | -6 | 712 | i | 0.03 | 1433 | -1.2 | 1137
Cn1cccc1/C=C(/C#N)c1ccc(F)cc1 | 11 | 25 | i | 2 | 2.3 | -0.13 | 1.4 | -1.2 | 3% | 3.7 | 1.5 | 10 | -8 | 738 | i | -0.03 | 1255 | -0.1 | 1041
CC(Oc1ccccc1F)C(=O)NNC(=O)c1cc2ccccc2o1 (stereo not drawn) | -1 | 0 | i | 15 | -0.06 | -0.17 | -0.062 | 0.16 | -10% | 6.1 | 2.3 | 7.4 | 0 | 698 | i | . | . | 0.3 | 1101

No new results follow: an excerpt of the list.
SMILES | WT yeast gro inh | WT yeast gro inh mutant strain | Autophagy HCS | Autophagy HCS cell loss 18 h | Dynein transport | Dynein transport cytoplasmic EGFP | Dynein transport nuclear GR-EGFP | Dynein transport cell count | HEK293 NOD2/NF-kB | MT stabilize HCS | MT stabilize HCS Hoechst-high % | MT stabilize HCS cytotoxicity % | Lipid droplet | Lipid droplet cells 6.5 µM | Yfh1-depleted yeast | Insulin prom up | Insulin prom up cell count | b-catenin transl | b-catenin transl cell count 5 µM
CCc1nccn1S(=O)(=O)c1ccc2ccccc2c1 | 14 | -4 | i | 1 | 0.25 | -0.044 | 0.57 | 0.5 | 2% | 2.8 | 1.9 | 2.4 | . | . | i | . | . | -3.9 | 970
COc1ccc(C(=O)NC(=S)NC(C)C)cc1Br | 41 | 33 | i | 11 | 1.8 | 0.035 | 0.95 | -1.9 | 7% | 2.3 | 2.7 | 9.0 | . | . | i | . | . | . | .
N#Cc1c(-c2ccccc2Cl)noc1/C=C/Nc1ccc(C(=O)O)cc1 | 1 | -7 | i | -17 | 0.082 | 0.62 | -0.15 | 0.21 | 27% | 4.2 | 1.4 | 6.0 | 17 | 707 | i | -0.35 | 1075 | 0.5 | 1121
CCC(=O)N1CCN(c2ccccc2NC(=O)COc2ccccc2Cl)CC1 | 12 | 8 | i | -2 | 2.1 | -0.24 | 1.2 | -1.2 | 9% | 3.0 | 2.0 | 8.9 | -17 | 631 | i | -1.4 | 1406 | . | .
NNC(=O)c1ncoc1-c1ccc(Cl)cc1 | . | . | . | . | 0.24 | -0.16 | -0.0044 | -1.7 | 1% | . | . | . | 2 | 769 | i | . | . | -1.0 | 1295
COC(=O)c1ccc(COc2ccccc2/C=N/O)o1 | . | . | . | . | -1.6 | -0.28 | -0.72 | 1.7 | -54% | . | . | . | -10 | 711 | i | -0.07 | 1173 | -0.6 | 1298

Not all compounds are listed. The share of hits here may be higher or lower than overall.
